Compound activity: PubChem BioAssay, several laboratories
BAP1 block: blocks human BAP1 ubiquitin-AMC hydrolysis. recombinant BAP1, Ub-AMC hydrolysis fluorescence kinetic; stronger effect = lower value. activity remaining (% of control), % at 20 µM. hit rate 0.48% among 72,000. AID 436;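 active = activity remaining at or below 50% of control, provided the compound also passes the data quality filters; inactive = the rest, including low values that fail the filters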;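 also: 100% = DMSO wells rate and 0% = substrate alone blank rate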
HePTP inh: blocks human HePTP tyrosine phosphatase; inhibition, % at 20 µM; P35236; AID 521; hit rate 0.64% among 110,000; recombinant HePTP phosphatase activity, OD absorbance; in the data active = inhibition above about 50%;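 also: plate controls were vehicle for no effect and reference inhibitor for full effect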
Target sequence (P35236 whole entry, looked up): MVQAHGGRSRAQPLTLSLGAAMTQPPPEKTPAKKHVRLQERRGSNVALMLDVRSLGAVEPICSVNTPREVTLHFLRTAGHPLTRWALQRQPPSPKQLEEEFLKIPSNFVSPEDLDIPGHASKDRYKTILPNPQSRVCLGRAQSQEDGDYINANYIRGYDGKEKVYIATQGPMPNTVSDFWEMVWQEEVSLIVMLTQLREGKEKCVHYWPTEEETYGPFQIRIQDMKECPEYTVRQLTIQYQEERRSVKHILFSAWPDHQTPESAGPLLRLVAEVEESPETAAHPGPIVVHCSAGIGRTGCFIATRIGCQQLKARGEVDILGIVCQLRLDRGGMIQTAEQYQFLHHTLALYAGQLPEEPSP
* marks the source's active call; other numbers are inactive results; · = not tested or not shown; & = joins results of further samples. Not a hit list. Share with any hit: about 0.91%.

Start of the listing, in advance, five compounds:
SMILES	BAP1 block	HePTP inh
Cc1ccc(N2C(=O)CC(Sc3ccc(F)cc3)C2=O)cc1 (stereo not drawn)	·	-3.5
CCOC(=O)N1CCN(C(=O)CCSc2ccccc2)CC1	·	4.3
Cc1nn(C(=O)N2CCCCC2)c(C)c1CN1C(=O)c2ccccc2C1=O	89.5	-3.6
COc1ccc(-c2csc(NC(=O)CCCN3C(=O)c4cccc5cccc(c45)C3=O)n2)cc1	·	-4.3
CCOC(=O)N1CCN(C(=O)CSc2nc3c([nH]c4ccccc43)c(=O)n2C)CC1	81.4	10.1

Results, from the first entry:
SMILES	BAP1 block	HePTP inh
Cc1ccc(N2C(=O)CC(Sc3ccc(F)cc3)C2=O)cc1 (stereo not drawn)	·	-3.5
CCOC(=O)N1CCN(C(=O)CCSc2ccccc2)CC1	·	4.3
Cc1nn(C(=O)N2CCCCC2)c(C)c1CN1C(=O)c2ccccc2C1=O	89.5	-3.6
COc1ccc(-c2csc(NC(=O)CCCN3C(=O)c4cccc5cccc(c45)C3=O)n2)cc1	·	-4.3
CCOC(=O)N1CCN(C(=O)CSc2nc3c([nH]c4ccccc43)c(=O)n2C)CC1	81.4	10.1
CC1(C)Cc2ccccc2C(/C=C2\NC(C)(C)Cc3ccccc32)=N1	·	5.3
Cc1ccc(-c2nc(NCCN3CCOCC3)c3ccccc3n2)cc1	94.3	6.2
Cc1ccc(Cl)cc1N1CCN(C(=O)c2ccc(NS(=O)(=O)c3c(C)noc3C)cc2)CC1	58.3	-5.2
Cc1ccc(S(=O)(=O)N2CCN(C3CCN(Cc4ccccc4)CC3)CC2)cc1	129.9	10.7
O=C(COc1ccc2c3c(c(=O)oc2c1)CCC3)c1ccc(F)cc1	·	-12.7
O=C(c1ccc(CNS(=O)(=O)c2ccccc2)cc1)N1CCN(c2ccccn2)CC1	112.6	-0.6
Cc1ccc2cc(CN(C)C(=O)C3CCCO3)c(=O)[nH]c2c1 (stereo not drawn)	94.9	9.8
O=C(Nc1ccc2nc(-c3ccccc3)oc2c1)c1ccco1	·	10.6
CCc1ccc2[nH]c(=O)c(CN(CCCN3CCOCC3)C(=O)Nc3cccc(Cl)c3)cc2c1	104.5	7.9
CCN(CC)C(C)C(=O)N1c2ccccc2Sc2ccccc21 (stereo not drawn)	88.0	·
COc1ccc(C(=O)N/N=C(/C)c2ccc3c4c(cccc24)CC3)cc1	·	8.0
CCC1CCc2c(sc(NC(=O)c3ccccc3Br)c2C(=O)OC)C1 (stereo not drawn)	·	1.5
O=C1C(Cl)=C(N2CCCCC2)C(=O)N1c1ccccc1Cl	92.7	9.3
O=C(N/C(=C\c1cccc([N+](=O)[O-])c1)C(=O)N1CCOCC1)c1cccs1	·	-18.6
Cc1cc(C)nc(NS(=O)(=O)c2ccc(NC(=S)Nc3ccccc3)cc2)n1	·	3.1
COc1ccccc1NC(=O)N1c2ccc(F)cc2CCC1C (stereo not drawn)	88.8	3.6
O=C(O)CCCC(=O)NCc1ccc(C(=O)O)cc1	·	-2.0
CCCCOC(=O)c1ccc(NC(=O)c2ccoc2C)cc1	·	7.6
O=C(Nc1ccc(Oc2ncccn2)cc1)c1ccco1	114.0	4.1
O=C(CC1Sc2ccc(C(F)(F)F)cc2NC1=O)Nc1ccc(N2CCCCC2)cc1 (stereo not drawn)	·	2.6
Cc1cc(=O)n2nc(N3CCCC(C(=O)NCCCN4CCc5ccccc5C4)C3)sc2n1 (stereo not drawn)	96.5	-1.1
CCc1cc(=O)oc2cc(C)cc(OCc3nn[nH]n3)c12	77.1	-18.3
CCOC(=O)CNC(=S)Nc1ccc(F)cc1	·	1.1
Cc1onc(-c2ccccc2Cl)c1C(=O)Nc1nc(-c2ccc([N+](=O)[O-])cc2)cs1	·	3.0
COC(=O)c1cc(OC)c(OC)cc1NC(=O)CSc1nnnn1Cc1ccccc1	142.6	9.3
CC(C)C1Nc2c(O)cc(Cl)c([N+](=O)[O-])c2C2C=CCC21 (stereo not drawn)	·	-21.5
Cc1ccc(SCc2cc(=O)[nH]c(N3CCN(Cc4ccccc4)CC3)n2)cc1	90.6	14.8
Cc1ccc(Oc2ccc(NC(=O)c3ccco3)cc2)cc1	88.8	2.1
CCc1ccc(C2CC(c3ccccc3Cl)Nc3nc(N)nn32)cc1 (stereo not drawn)	83.7	1.5
CCOc1ccccc1-n1c(SCC(=O)N(CC)CC)nnc1-c1ccccn1	109.4	8.0
COc1ccc(C/C(N)=N/OC(=O)c2ccccc2Cl)cc1	·	-0.7
CCC(Oc1ccccc1)C(=O)Nc1cc([N+](=O)[O-])ccc1C (stereo not drawn)	·	4.3
O=[N+]([O-])c1cc(C(F)(F)F)cc([N+](=O)[O-])c1Nc1cccc(Cl)c1Cl	·	5.4
CCOc1ccc(N2C(=O)CC(/C=C3/N(C)c4ccccc4C3(C)C)C2=O)cc1 (stereo not drawn)	·	0.6
O=C(NCc1ccccn1)c1cccc([N+](=O)[O-])c1	·	0.8
CCOC(=O)N1CCc2c(sc(NC(C)=O)c2C(N)=O)C1	84.5	9.5
Cn1nc(C(=O)NC2CCCCC2)c2ccccc2c1=O	64.7	-2.3
Cc1sc2ncnc(SCC(=O)N3CCCC3)c2c1C	102.0	-3.6
O=C(Nc1ccc2[nH]c3c(c2c1)CCCC3)c1ccco1	106.6	4.5
COc1ccc(C(C(=O)NC(C)(C)C)N(Cc2ccco2)C(=O)CCC(=O)Nc2cc(C)on2)cc1 (stereo not drawn)	99.8	1.8
Cc1ccc(NC2=C(Cl)C(=O)N(c3ccc(Cl)cc3)C2=O)cc1C	·	7.2
CCOC(=O)c1c(NC(=S)Nc2ccccc2)sc(C)c1C	·	5.3
Cc1ccc(C(=O)C(C)OC(=O)C2=COCCO2)cc1C (stereo not drawn)	110.9	4.3
O=C(CCn1c(=O)[nH]c2ccsc2c1=O)N1CCN(Cc2ccc3c(c2)OCO3)CC1	·	5.4
O=C(CCCSc1nc2ccccc2s1)NCc1ccco1	·	5.5
O=C(NCc1ccc(Cl)c(Cl)c1)c1cc2ccccc2oc1=O	·	10.5
Cc1c(-c2nc(-c3ccc(Cl)cc3)no2)cccc1[N+](=O)[O-]	·	-5.0
COc1cc(C2C(C(=O)c3ccc(C)o3)=C(O)C(=O)N2c2cc(C)on2)cc(Br)c1O (stereo not drawn)	80.4	0.8
Cc1scc(C(=O)Nn2cnnc2)c1-c1ccccc1	81.4	6.4
Cc1ccc(C(=O)Nc2cc(C(F)(F)F)cc(C(F)(F)F)c2)cc1	·	4.0
O=C(Nc1nnc(Cc2ccc(F)cc2)s1)c1cccs1	72.7	·
Cc1ccc(NC(=O)CSc2nnc(NC(=O)CN3CCCCC3)s2)cc1	·	2.2
COc1ccc(-c2cc(C(=O)Nc3ccccc3C(F)(F)F)c3ccccc3n2)cc1	·	-7.1
CC1CCN(c2ccc(NC(=O)c3cccnc3)cc2)CC1	83.9	3.5
CC1CCN(C(c2cc3cc4c(cc3[nH]c2=O)OCO4)c2nnnn2CC2CCCO2)CC1 (stereo not drawn)	·	12.5

A few values from the entries so far:
`CCOC(=O)N1CCc2c(sc(NC(C)=O)c2C(N)=O)C1` in HePTP inh shows 9.5
`O=C(CCn1c(=O)[nH]c2ccsc2c1=O)N1CCN(Cc2ccc3c(c2)OCO3)CC1` in HePTP inh shows 5.4

Reprinted at random: 6 compounds from above, in no set order.
SMILES	BAP1 block	HePTP inh
O=C(Nc1nnc(Cc2ccc(F)cc2)s1)c1cccs1	72.7	·
O=C(CCn1c(=O)[nH]c2ccsc2c1=O)N1CCN(Cc2ccc3c(c2)OCO3)CC1	·	5.4
Cc1scc(C(=O)Nn2cnnc2)c1-c1ccccc1	81.4	6.4
CC1CCN(C(c2cc3cc4c(cc3[nH]c2=O)OCO4)c2nnnn2CC2CCCO2)CC1 (stereo not drawn)	·	12.5
Cc1c(-c2nc(-c3ccc(Cl)cc3)no2)cccc1[N+](=O)[O-]	·	-5.0
Cc1ccc(C(=O)C(C)OC(=O)C2=COCCO2)cc1C (stereo not drawn)	110.9	4.3

Shown bar-delimited: 2 of the compounds above.
smiles | BAP1 block | HePTP inh
Cc1sc2ncnc(SCC(=O)N3CCCC3)c2c1C | 102.0 | -3.6
O=C(Nc1ccc2[nH]c3c(c2c1)CCCC3)c1ccco1 | 106.6 | 4.5

Going on with the list.
SMILES	BAP1 block	HePTP inh
Nc1cc(-c2cccc(Br)c2)nn1Cc1ccc(Cl)cc1	·	3.7
CCOC(=O)C1CCCn2c1nc1scc(-c3ccccc3)c1c2=O (stereo not drawn)	·	2.0
COc1ccc(CCNC(=O)CSc2nnc(-c3ccccc3)o2)cc1OC	103.5	-0.4
COC(=O)c1sccc1NC(=O)c1c(C)cc(=O)oc1C	107.1	-0.3
O=C(Nc1cnc2ccccc2c1)c1ccncc1	101.6	8.2
O=C(O)CCCN1C(=O)/C(=C/C=C/c2ccccc2)SC1=S	·	-3.4
O=C(c1ccco1)N1CCN(C(=O)C2CCN(S(=O)(=O)c3cccc4nsnc34)CC2)CC1	107.0	8.7
CCOc1ccc(NC(=S)NC(=O)c2ccc(F)cc2)c([N+](=O)[O-])c1	·	0.4
CCOC(=O)N1CCN(S(=O)(=O)c2ccc(C(=O)Nc3nc4c(s3)CC(C)CC4)cc2)CC1 (stereo not drawn)	91.0	-4.4
COC(=O)c1ccc(C(=O)Nc2nc3c(s2)CCc2ccccc2-3)cc1	146.7	·
N/C(=N\OC(=O)c1ccc(Cl)cc1)c1ccccn1	·	3.5
COc1ccccc1OCCNC(=O)c1cccs1	101.4	2.5
Cc1c(NC2=NC(C)(C)Cc3ccccc32)c(=O)n(-c2ccccc2)n1C	92.0	8.1
Cn1c(=O)[nH]c(=O)c2c1nc(N1CCCCC1)n2CCOc1ccccc1	95.2	-1.7
CCCc1cc(C(=O)N2CCN(S(=O)(=O)c3ccc(OC)c(OC)c3)CC2)cs1	128.3	10.8
COc1ccc(N2C(=O)CC(N3CCC(Cc4ccccc4)CC3)C2=O)cc1 (stereo not drawn)	·	8.7
CCOC(=O)c1ccc(OCc2nc(-c3cccs3)no2)cc1	102.5	3.8
COc1ccc(-c2nn(CC(=O)N(C)C)c(=O)c3ccccc23)cc1	89.8	0.7
O=C(Nc1ccccc1C(=O)N1CCOCC1)C1CCCO1 (stereo not drawn)	79.0	0.2
CCOc1ccc(NC(=O)CSc2nc3ccccc3c(=O)n2CCNC(C)=O)cc1	68.3	-0.1
CCn1c(SCC(=O)NN)nc2ccccc21	·	-14.9
Cc1cc2cc(CNS(=O)(=O)N(C)C)ccc2[nH]1	86.2	5.8
N#CC1=C(N)OC2=C(C(=O)CC(c3ccccc3)C2)C1Cc1ccccc1 (stereo not drawn)	·	-2.6
Cc1ccccc1NC(=O)/C=C/c1ccc([N+](=O)[O-])cc1	·	6.6
CCOC(=O)N1N=C(CC)CC1(O)c1ccncc1 (stereo not drawn)	·	5.6
CCC(Oc1ccccc1)C(=O)Nc1ccc(Cl)c([N+](=O)[O-])c1 (stereo not drawn)	·	-7.6
COc1ccccc1OCCCN1CCCCC1	·	1.0
CCc1ccc(NC(=O)CN(c2ccc(Br)cc2)S(=O)(=O)c2ccccc2)cc1	·	-9.1
Cc1ccc(C(=O)COC(=O)CCc2nc3ccccc3[nH]c2=O)cc1C	116.8	6.1
O=C(O)c1cccc(Cn2cc(Cl)cn2)c1	110.2	5.7
Cc1cc2nc(C(F)(F)F)[nH]c(=O)n2n1	110.9	-4.6
N#Cc1c2c(c(NCc3ccco3)n3c1nc1ccccc13)CCC2	106.6&95.1	2.9
CCC1(C)Cc2ccccc2/C(=C/C(=O)NC)N1 (stereo not drawn)	·	-2.1
COc1ccc(N(CC(=O)Nc2ccc(I)cc2)S(C)(=O)=O)cc1Cl	·	9.7
CNC(=O)c1c(NC(=O)c2cccs2)sc2c1CCCC2	·	8.9
CCCCOc1nc2ccccc2nc1C(C#N)S(=O)(=O)c1ccccc1 (stereo not drawn)	87.5	-8.3
Cc1ccc2occ(C(c3nnnn3Cc3ccccc3)N3CCOCC3)c(=O)c2c1 (stereo not drawn)	103.7	2.0
CCCCOc1ccc2c(C)c(CC)c(=O)oc2c1	·	8.4
Cc1cccc(OCC(=O)Nc2cc3c(C)cc(=O)oc3cc2C)c1	·	3.6
Cc1[nH]c2ccccc2c1C(c1ccccn1)N1CCC(C(N)=O)CC1 (stereo not drawn)	101.6	2.6
CC(=O)c1ccc(NC(=O)c2ccc3c(c2)C(=O)N(N2C(=O)c4ccccc4C2=O)C3=O)cc1	·	-19.2
O=C(c1nc(-c2ccccc2)n(-c2ccccc2)n1)N1CCN(S(=O)(=O)c2ccccc2)CC1	113.4	-3.4
